ABHD5 PLIN5 PPI: inhibitors of human ABHD5-perilipin-5 interaction. Q00G26+Q8WTS1. Split G. princeps luciferase complementation, luminescence, 4 h. inhibition, % at 4 µM. 360,000 tested, 0.78% active. AID 602281;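 active means inhibition above the mean inhibition across every tested compound plus 3 SD, cut at about 22% in these data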;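 further: 0% = DMSO only wells and the 100% control is not disclosed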
TROY signal inh: TROY signaling inhibition; 360,000 tested, 0.98% active; AID 1347056; Q293 LMP1-TROYcd NF-kB luciferase reporter, 4 h; inhibition, % at 10 µM;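 active means compounds whose plate-normalised and pattern-corrected inhibition of the luciferase reporter signal at the single screening dose is 50% or more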
SRC1 inh: inhibits human SRC1 coactivator. HEK293 GAL4-SRC1 luciferase reporter, luminescence. 360,000 tested, 0.12% active. inhibition, % at 3.6 µM. AID 588354;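 active means inhibition above the campaign mean plus 3 SD, with each screening campaign given its own cutoff, cut at about 60% in these data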;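 further: 0% = DMSO treated cells and 100% = gossypol at 36 µM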
COUP-TFII inh: inhibitors of human COUP-TFII (NR2F2) | HEK293T NGFI-A luciferase reporter, luminescence | inhibition, % at 8.6 µM | 370,000 tested, 0.7% active | P24468 | AID 686940;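 active means inhibition above a per-plate cutoff, mean inhibition of test wells between control levels plus 3 SD, cut at about 38% in these data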;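 further: cells cotransfected with COUP-TFII expression vector driving the NGFI-A reporter; 0% = median of COUP-TF2 test wells and 100% = reporter-only cells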
NCOA2 inhibitor: inhibits human steroid receptor coactivator 2; Q15596; HEK293 GAL4-SRC2 luciferase reporter, luminescence; inhibition, % at 9 µM; 370,000 tested, 0.17% active; AID 651957;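 active means inhibition above the mean inhibition of all tested compounds plus 3 SD, set per campaign, cut at about 52% in these data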;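 further: 0% = DMSO treated cells and 100% = cells given Gossypol at 36 µM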
SRC3 inh: human NCOA3 inhibition. Q9Y6Q9. HEK293 GAL4-SRC3 luciferase reporter, luminescence. inhibition, % at 3.6 µM. 360,000 tested, 0.17% active;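 active means inhibition above a per-campaign cutoff, the mean of all compounds plus 3 SD, cut at about 60% in these data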;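 further: 0% = DMSO-treated cells and 100% = gossypol-treated cells at 36 µM; higher means less SRC3-driven luciferase light from the GAL4 reporter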
Target sequence (Q9Y6Q9 whole entry, looked up, the tested form may be a part): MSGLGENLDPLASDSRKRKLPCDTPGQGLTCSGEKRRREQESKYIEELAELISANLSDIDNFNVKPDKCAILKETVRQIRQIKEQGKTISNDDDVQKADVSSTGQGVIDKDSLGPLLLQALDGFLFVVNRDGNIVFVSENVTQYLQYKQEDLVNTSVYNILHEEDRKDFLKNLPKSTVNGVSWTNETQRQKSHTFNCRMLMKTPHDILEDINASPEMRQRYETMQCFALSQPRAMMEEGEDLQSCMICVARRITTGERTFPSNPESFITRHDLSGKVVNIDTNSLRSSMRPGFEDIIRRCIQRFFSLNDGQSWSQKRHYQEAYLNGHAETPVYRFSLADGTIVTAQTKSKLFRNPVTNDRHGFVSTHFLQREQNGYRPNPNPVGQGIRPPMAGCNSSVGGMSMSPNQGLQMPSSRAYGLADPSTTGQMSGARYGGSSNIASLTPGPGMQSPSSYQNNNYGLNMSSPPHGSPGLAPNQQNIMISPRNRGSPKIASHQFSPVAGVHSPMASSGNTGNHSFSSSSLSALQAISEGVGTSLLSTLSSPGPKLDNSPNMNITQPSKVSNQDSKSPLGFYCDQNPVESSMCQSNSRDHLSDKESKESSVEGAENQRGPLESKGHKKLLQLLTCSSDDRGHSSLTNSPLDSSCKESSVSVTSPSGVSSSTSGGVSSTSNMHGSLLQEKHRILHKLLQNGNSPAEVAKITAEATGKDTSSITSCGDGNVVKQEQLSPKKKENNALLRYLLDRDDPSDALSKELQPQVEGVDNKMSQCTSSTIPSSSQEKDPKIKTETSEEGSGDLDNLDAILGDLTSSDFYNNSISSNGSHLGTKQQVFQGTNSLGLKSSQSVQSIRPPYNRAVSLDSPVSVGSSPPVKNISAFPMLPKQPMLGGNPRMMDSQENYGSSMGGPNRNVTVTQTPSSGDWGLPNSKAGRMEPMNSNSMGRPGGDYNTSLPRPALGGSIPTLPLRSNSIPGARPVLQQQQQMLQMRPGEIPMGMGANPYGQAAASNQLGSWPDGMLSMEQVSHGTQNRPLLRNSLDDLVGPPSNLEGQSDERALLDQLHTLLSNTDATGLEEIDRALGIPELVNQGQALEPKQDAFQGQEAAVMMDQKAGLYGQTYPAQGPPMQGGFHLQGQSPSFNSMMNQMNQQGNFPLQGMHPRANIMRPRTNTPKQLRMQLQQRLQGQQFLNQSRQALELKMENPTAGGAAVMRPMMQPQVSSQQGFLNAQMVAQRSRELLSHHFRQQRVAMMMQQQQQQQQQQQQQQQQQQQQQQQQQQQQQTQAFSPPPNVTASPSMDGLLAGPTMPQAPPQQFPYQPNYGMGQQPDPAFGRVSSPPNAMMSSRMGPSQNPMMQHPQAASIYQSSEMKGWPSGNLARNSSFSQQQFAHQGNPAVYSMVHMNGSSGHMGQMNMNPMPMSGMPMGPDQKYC
NR5A2 inv ag: inverse agonists of human LRH-1 (NR5A2); O00482; HEK293T StAR-luciferase reporter, LRH-1 transfected, 24 h; inhibition, % at 3.6 µM; 360,000 tested, 0.13% active; AID 602396;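 active means inhibition above the mean inhibition of all tested compounds plus 3 SD, cut at about 73% in these data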;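 further: 0% = DMSO wells and 100% = reporter-only cells lacking LRH-1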
TWEAK Fn14 block: TWEAK-Fn14 signaling inhibition; inhibition, % at 10 µM; 360,000 tested, 2% active; TWEAK-stimulated Fn14 reporter cells, luciferase luminescence, 8 h; in the data active means inhibition above about 50%
TLR9-MyD88 block: inhibitors of human TLR9-MyD88 binding. CHO BLA complementation TLR9-MyD88, CCF4 FRET ratio. inhibition, % at 4.98 µM. AID 504734. 340,000 tested, 0.21% active. Q9NR96+Q99836;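 active means inhibition above the mean over all tested compounds plus 3 SD, cut at about 21% in these data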;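 further: 0% = DMSO only wells and 100% = clavulanate BLA inhibitor control wells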
Exocytosis inh: blocks lytic granule exocytosis; inhibition, % at 10 µM; TALL-104 LAMP-1 surface exposure, flow cytometry; cells stimulated with thapsigargin and PMA; 360,000 tested, 0.66% active;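 active means inhibition above about 55%, limit read from the data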
NOD2-RIPK2 inh: NOD2-RIPK2 protein interaction inhibition; 360,000 tested, 0.38% active; AID 624267; CHO BLA complementation NOD2-RIPK2, CCF4 ratio; inhibition, % at 4.98 µM; O43353; in the data active means inhibition above about 21%;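 further: 0% = vehicle only and 100% = reference blocker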
* hit, by the source's call; · = no result given. An excerpt (hit frequency here may not be typical).

Each structure is followed by: TLR9-MyD88 block | ABHD5 PLIN5 PPI | COUP-TFII inh | NCOA2 inhibitor | Exocytosis inh | NOD2-RIPK2 inh | TWEAK Fn14 block | SRC1 inh | NR5A2 inv ag | TROY signal inh | SRC3 inh
CCOC(=O)CN1C(=O)Nc2ccc(Br)cc2C1c1ccccc1 (stereo unspecified)
  5.5 | -1.7 | -6.1 | -54.6 | -0.1 | -1.4 | 24.6 | -3.2 | -3.8 | -0.2 | 5.5
O=C(CC[C@H]1O[C@@H](n2ccc(=O)[nH]c2=O)[C@H](O)[C@@H]1O)N[C@H](Cc1ccccc1)C(=O)NCc1cccs1
  · | -35.1 | -9.0 | -4.3 | -4.2 | 9.7 | -11.9 | -2.9 | 3.8 | 7.1 | 1.1
CCCC(=O)Nc1sc(C)c(C)c1C(=O)Nc1cccc(C)c1
  -2.3 | -4.4 | -8.4 | 5.0 | 17.2 | 0.9 | -38.7 | 0.1 | 4.5 | 13.9 | -10.3
O=C(CCNS(=O)(=O)c1cccc2nsnc12)NCc1ccccc1
  -6.2 | 2.2 | 10.0 | 21.8 | -12.5 | -1.2 | 14.4 | -0.6 | -11.5 | -7.8 | 0.3
CC(CCc1ccccc1)NC(=O)COC(=O)c1cccs1 (stereo unspecified)
  4.3 | -0.5 | -4.3 | -12.3 | -0.6 | -4.3 | -2.7 | -13.3 | -2.8 | -6.6 | 23.0
CCN(CC)S(=O)(=O)c1ccc(N2CCOCC2)c(NS(=O)(=O)c2cccs2)c1
  3.9 | -2.9 | -13.9 | 9.3 | -4.4 | 1.4 | -3.7 | 5.0 | -2.7 | -13.9 | 4.4
Cn1cc(SCC(=O)O)c2ccccc21
  -3.6 | 6.8 | 7.6 | 1.1 | -4.2 | -2.0 | -4.3 | -15.8 | 8.7 | -7.0 | -0.2
COc1ccc(C2CC(c3ccc(C(F)(F)F)cc3)=NN2c2ccc(S(N)(=O)=O)cc2)cc1 (stereo unspecified)
  -74.6 | -13.8 | 11.2 | 17.6 | 3.3 | -9.4 | 22.6 | 11.6 | 8.5 | -10.1 | 2.9
CC(CCc1ccccc1)NC(=O)c1ccc(Br)o1 (stereo unspecified)
  -1.0 | 5.8 | 3.5 | 14.0 | -0.1 | -13.0 | 9.5 | 3.4 | 13.9 | 0.1 | -1.5
Cc1cccc(-n2c(N)cc(=O)nc2SCC(=O)Nc2nnc(C)s2)c1
  7.4 | -0.6 | -5.2 | -3.5 | 1.1 | 5.8 | -1.5 | 7.3 | 5.2 | -8.5 | -7.2
Nc1nc(CSc2ncn(-c3ccccc3)n2)cs1
  -10.8 | -3.8 | · | · | 1.0 | -1.9 | -6.2 | -105.8 | -90.7 | 5.7 | -119.1
CC12CCC(C/C1=N\N=C1\NC(=O)/C(=C\c3cccc(Br)c3)S1)C2(C)C (stereo unspecified)
  -5.5 | -12.7 | 15.0 | -14.4 | -2.7 | -2.6 | 46.4 | 6.6 | 9.7 | 17.3 | 19.2
CCOc1ccc(CNC(=O)CCCn2ccc3cc(S(=O)(=O)N4CCCC4)ccc32)cc1
  -5.2 | 0.5 | -6.2 | 14.1 | 4.3 | 8.8 | 13.0 | 2.7 | 25.2 | 14.9 | 0.5
Cc1c(Cl)cccc1NC(=O)C1=COCCO1
  -1.3 | -11.5 | 2.2 | 14.8 | -1.0 | -1.9 | -2.9 | -4.6 | -28.7 | 11.9 | -19.5
O=S(=O)(NCC(c1cccnc1)N1CCc2ccccc2C1)c1ccccc1 (stereo unspecified)
  -1.1 | -5.9 | -7.5 | 1.8 | -1.9 | 8.8 | -8.7 | -70.9 | 1.9 | -10.5 | 1.2
Nc1nc(SCC(=O)NCCCN2CCOCC2)nc2sc3c(c12)CCC3
  1.3 | 0.3 | -12.6 | -9.1 | 1.9 | -16.8 | 1.9 | 0.4 | 8.3 | -9.7 | -3.5
O=C(NNC(=O)c1ccc([N+](=O)[O-])cc1)c1ccc(NS(=O)(=O)c2cccs2)cc1
  -6.0 | 0.2 | -9.2 | 13.7 | -1.1 | 0.9 | -19.3 | 0.2 | 14.8 | -6.7 | -2.3
Cc1cc(C)nc(NS(=O)(=O)c2ccc(NS(=O)(=O)c3ccc(C#N)cc3)cc2)n1
  -11.1 | 1.1 | 0.8 | 12.8 | -13.6 | 6.6 | 12.3 | 4.4 | -6.4 | -5.2 | -17.9
Cc1cccc(NC(=O)CCCN2C(=O)c3ccccc3C2=O)n1
  -7.6 | 0.8 | -25.0 | -12.1 | -0.2 | -3.2 | 5.5 | -1.5 | 7.9 | 2.8 | 6.9
CCOc1ccc(OCC)c(NC(=O)C2CCN(S(=O)(=O)c3c(C)[nH]c(=O)[nH]c3=O)CC2)c1
  7.8 | -0.9 | -10.1 | -22.2 | 9.0 | 0.8 | -10.5 | -2.5 | 1.7 | -6.4 | -6.9
CCN(C(=O)COC(=O)c1c(C)nsc1NC)c1ccccc1
  -9.8 | 1.8 | -5.9 | -20.9 | -7.4 | 1.4 | -3.4 | -6.7 | 2.3 | -1.6 | 0.2
Fc1ccc(/C=N/n2c(COc3ccccc3)n[nH]c2=S)cc1
  -1.3 | -17.2 | 10.2 | -2.8 | 0.5 | -10.3 | -16.7 | 0.3 | -10.5 | -3.4 | 7.8
CSc1nc2c(c(=O)[nH]1)C(c1ccccc1Cl)CC(=O)N2 (stereo unspecified)
  2.7 | -3.9 | -3.4 | -15.3 | 1.2 | -2.1 | -9.4 | -22.9 | -10.4 | -0.9 | -13.3
COC(=O)[C@H](Cc1ccccc1)NC(=O)[C@@]1(C)C[C@@H]1[C@@H](NC(=O)OCc1ccccc1)c1ccccc1
  -4.8 | -3.7 | 6.3 | 10.9 | 15.0 | -0.6 | 0.1 | 5.1 | 18.5 | 6.9 | -5.9
CCN(Cc1ccccc1)C(c1ccc(C)cc1)c1nnnn1C(C)(C)C (stereo unspecified)
  -2.6 | -2.5 | 2.8 | -25.7 | 0.9 | 0.6 | -2.4 | -3.4 | -4.7 | 2.4 | 19.6
O=C(CN(c1ccc(Cl)cc1)S(=O)(=O)c1ccc(Cl)c([N+](=O)[O-])c1)NCCc1ccccc1
  -4.9 | 2.9 | 4.8 | -18.9 | -0.2 | -4.7 | -5.1 | -0.2 | 13.7 | -21.2 | 9.9
Cc1ccccc1NS(=O)(=O)c1ccc(C)c(C(N)=O)c1
  5.2 | -2.4 | 3.3 | -10.6 | 3.1 | -8.0 | -12.0 | -7.8 | 19.0 | -12.1 | 5.3
C=C(C)[C@@H](O)COc1c2ccoc2cc2oc(=O)ccc12
  -11.4 | 5.7 | -0.3 | -10.5 | 1.9 | 3.2 | -11.3 | -4.9 | -2.2 | 2.9 | 6.5
CCCNC(=O)c1ccc2c(c1)CCN2S(C)(=O)=O
  -1.9 | -1.8 | -5.9 | -11.3 | -2.0 | 6.0 | 3.5 | 8.2 | -4.1 | 15.5 | 6.4
CC1CCC(NC(=O)CSc2nncs2)CC1 (stereo unspecified)
  -1.2 | 7.3 | 4.5 | -21.0 | 0.9 | -6.0 | -15.2 | -6.6 | 6.4 | -14.6 | 14.4

Rewritten bar-delimited: two of the compounds above.
molecule | TLR9-MyD88 block | ABHD5 PLIN5 PPI | COUP-TFII inh | NCOA2 inhibitor | Exocytosis inh | NOD2-RIPK2 inh | TWEAK Fn14 block | SRC1 inh | NR5A2 inv ag | TROY signal inh | SRC3 inh
Cc1c(Cl)cccc1NC(=O)C1=COCCO1 | -1.3 | -11.5 | 2.2 | 14.8 | -1.0 | -1.9 | -2.9 | -4.6 | -28.7 | 11.9 | -19.5
O=S(=O)(NCC(c1cccnc1)N1CCc2ccccc2C1)c1ccccc1 (stereo unspecified) | -1.1 | -5.9 | -7.5 | 1.8 | -1.9 | 8.8 | -8.7 | -70.9 | 1.9 | -10.5 | 1.2

(continued)
Each structure is followed by: TLR9-MyD88 block | ABHD5 PLIN5 PPI | COUP-TFII inh | NCOA2 inhibitor | Exocytosis inh | NOD2-RIPK2 inh | TWEAK Fn14 block | SRC1 inh | NR5A2 inv ag | TROY signal inh | SRC3 inh
O=C(N/N=C\c1cccnc1)c1ccccc1O
  -2.9 | 5.5 | -56.2 | -24.8 | -9.9 | 2.9 | -16.4 | -43.7 | -54.0 | -24.9 | -61.2
Cc1cc(=O)oc2cc(OCC(=O)NCCCn3ccnc3)ccc12
  -2.7 | 4.0 | 1.9 | 1.4 | 5.4 | 0.8 | -6.0 | 14.2 | 23.3 | -5.9 | 2.4
Cc1ccc(-c2[nH]ncc2/C=N/n2c(COc3ccccc3C)nc3ccccc3c2=O)cc1
  -4.5 | -2.6 | -11.0 | -18.4 | -3.5 | -3.1 | 0.1 | -14.4 | 0.6 | -22.4 | -2.3
CCCCCCSc1nnc(N)s1
  7.2 | 11.9 | 5.1 | 0.8 | 4.0 | -1.9 | -10.5 | 18.0 | 6.4 | -18.8 | 1.2
COc1ccccc1CNC(=O)Cn1ccc2cc(S(=O)(=O)N3CCCC3)ccc21
  -7.3 | -7.8 | 4.0 | 12.0 | 3.9 | 1.4 | -2.1 | 5.3 | 11.4 | -30.0 | 15.5
CCN(CC)S(=O)(=O)c1ccc(C)c(NC(=S)N2CCN(Cc3ccc4c(c3)OCO4)CC2)c1
  -6.0 | -11.8 | 36.8 | 24.3 | -3.3 | -1.8 | 26.7 | 8.4 | 7.3 | 18.7 | -2.3
COCCNC(=O)Cn1cc(C(=S)N2CCOCC2)c2ccccc21
  -3.8 | -1.9 | -5.0 | 5.1 | 1.5 | 5.8 | 16.5 | 0.6 | -1.1 | -2.5 | 4.3
O=C(COc1ccc(S(=O)(=O)NC2CCCCC2)cc1)Nc1ccc2c(c1)OCCO2
  0.0 | 4.5 | 5.4 | 14.4 | 1.7 | 1.3 | 11.2 | 9.5 | 3.9 | 17.3 | 28.3
Cc1c(NS(=O)(=O)c2ccc(C(=O)N(C)Cc3cccc(Cl)c3Cl)cc2)c(=O)n(-c2ccccc2)n1C
  -0.3 | -4.7 | 1.9 | -4.6 | 4.7 | 1.6 | -17.4 | -2.2 | 7.7 | 5.8 | -13.2
COc1ccc(Nc2nc(=O)[nH]nc2C)cc1
  3.8 | 2.9 | 3.6 | 4.7 | -1.3 | 0.3 | 13.0 | -4.8 | 2.5 | -5.6 | -8.4
C(=N\Nc1ccccn1)/c1c[nH]c2ccccc12
  -1.4 | 0.3 | -28.2 | -79.7 | -1.1 | -2.2 | -7.3 | -46.8 | -33.6 | -49.4 | -49.2
CCCN1C(=O)C2(/C(=C(\O)c3ccc4c(c3)OCCO4)C(=O)C(=O)N2CCCOC)c2ccccc21 (stereo unspecified)
  -7.2 | -7.0 | · | · | -0.2 | -2.6 | -2.7 | 0.3 | 0.4 | 4.1 | 12.1
COc1ccnc(Oc2ccccc2)c1C(N)=O
  -4.1 | 0.4 | -9.4 | -27.0 | -2.3 | -12.5 | -4.6 | 10.6 | 6.2 | -8.9 | 25.4
CC(C)OC(=O)CSc1nnc(-c2ccc(O)cc2)n1Cc1ccccc1
  8.2 | 1.8 | -13.7 | -14.1 | 1.1 | -3.2 | 5.3 | -2.8 | 4.0 | -9.7 | 15.6
COc1ccc(N(CC(=O)N2CCN(Cc3ccc4c(c3)OCO4)CC2)S(=O)(=O)c2ccc(F)cc2)cc1
  7.3 | 5.9 | -1.0 | -10.0 | -3.6 | 13.4 | 1.6 | -4.4 | 4.5 | -0.1 | -2.9
